Assay outcomes: PubChem, National Center for Advancing Translational Sciences (NCATS)
CBFb-RUNX1 inh = CBF-beta/RUNX1 interaction disruption; Q01196+Q13951; AlphaScreen CBFb-His/RUNX1-biotin binding, biochemical; Potency, µM (series often up to 59.8 µM), for the others: at the top dose activity, negative = inhibition, most hits filed as inhibitors; 230,000 tested, under 10 active; AID 1477; also: % of control where 0% means no effect
Target sequence (Q01196 whole entry, looked up): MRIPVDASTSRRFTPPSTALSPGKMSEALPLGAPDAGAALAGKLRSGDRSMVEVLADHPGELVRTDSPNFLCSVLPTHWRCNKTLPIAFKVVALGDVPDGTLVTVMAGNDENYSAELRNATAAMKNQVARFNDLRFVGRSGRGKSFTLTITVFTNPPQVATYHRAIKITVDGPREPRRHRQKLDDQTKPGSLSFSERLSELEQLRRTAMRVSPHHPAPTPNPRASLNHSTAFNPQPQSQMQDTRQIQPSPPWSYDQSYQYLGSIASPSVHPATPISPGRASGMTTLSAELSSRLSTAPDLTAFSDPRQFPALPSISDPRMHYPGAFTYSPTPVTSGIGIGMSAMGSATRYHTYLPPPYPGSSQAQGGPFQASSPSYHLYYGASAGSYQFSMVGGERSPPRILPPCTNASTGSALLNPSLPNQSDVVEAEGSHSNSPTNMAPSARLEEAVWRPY
Target sequence (Q13951 whole entry, looked up): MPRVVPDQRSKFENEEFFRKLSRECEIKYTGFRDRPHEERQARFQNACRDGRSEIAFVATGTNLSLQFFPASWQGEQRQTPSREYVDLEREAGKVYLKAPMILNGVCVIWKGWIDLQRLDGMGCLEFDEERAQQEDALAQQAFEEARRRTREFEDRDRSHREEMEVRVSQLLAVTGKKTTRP
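AlphaScreen proximity signal reports loss of binding between His-tagged CBF-beta and biotin-labelled RUNX1, each at 30 nM. Proteins are pre-associated for 20 minutes, compounds added for 15 minutes, then beads for 90 minutes, all at ambient temperature.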
NPSR antagonist = blocks cAMP signaling of the human neuropeptide S receptor; CHO-NPSR cells, cAMP TR-FRET, antagonist mode; Potency, µM (series often up to 38.3 µM), without a hit: at the top dose activity change, negative = inhibition, most hits filed as inhibitors; 220,000 compounds, 1% hits; also: potency is read from the fitted curve at half-maximal effect; % is scaled to controls: 0 for no effect and ±100 for the full control effect; nearly all actives have a fitted effect of over 50% in size; many of its hits are not listed in these tables
Target sequence (Q6W5P4 whole entry, looked up): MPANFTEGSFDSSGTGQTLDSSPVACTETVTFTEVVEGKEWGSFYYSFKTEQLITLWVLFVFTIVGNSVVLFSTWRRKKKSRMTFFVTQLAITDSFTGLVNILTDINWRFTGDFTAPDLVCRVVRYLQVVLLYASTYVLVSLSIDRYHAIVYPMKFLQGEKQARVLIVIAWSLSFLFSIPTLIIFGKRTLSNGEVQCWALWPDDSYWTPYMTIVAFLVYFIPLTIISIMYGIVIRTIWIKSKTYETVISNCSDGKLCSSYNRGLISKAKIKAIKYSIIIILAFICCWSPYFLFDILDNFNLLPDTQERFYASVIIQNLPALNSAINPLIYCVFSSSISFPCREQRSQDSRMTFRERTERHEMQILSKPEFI
Luc counter = blocks Kinase-Glo luciferase, a counter-screen artifact. Q27757. Kinase-Glo luciferase, ATP luminescence, 8 min. Potency, µM (top dose mostly 38.3 µM), for inactives: top-dose activity change, negative = inhibition, usual class: inhibitors. 200,000 compounds, 0.28% hits; also: potency is read from the fitted curve at half-maximal effect; % is scaled to controls: 0 for no effect and ±100 for the full control effect; nearly all actives have a fitted effect of over 60% in size
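Substrate mix (final 50 mM imidazole pH 7.2, 50 mM KCl, 7 mM MgCl2, 10 uM ATP, 0.01% Tween 20, 0.05% BSA) plus pin-tool compound, then Kinase-Glo detection mix; 8 min ambient, luminescence read.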
Epigenetic derep = epigenetic control regulation, reporter derepression; 280,000 compounds, 0.2% hits; murine LDR cells, GFP reporter derepression, 30 h; Potency, µM (series often up to 53.9 µM), for inactives: top-dose GFP activation, most hits filed as activators; also: potency is read from the fitted curve at half-maximal effect; % of control where 0% means no effect; nearly all actives have a fitted effect of over 60% in size
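GFP-positive cell count by laser-scanning cytometry (objects 20–120 um) after 30 h, 37 C compound exposure of murine LDR cells; reporter is CMV-GFP integrated at a silenced locus, inducible by HDAC or DNMT inhibitors.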
GLA spleen mod = inhibits or activates alpha-galactosidase in human spleen homogenate | P06280 | Potency, µM (highest dose often 80 µM), without a hit: at the top dose activity change, negative = inhibition, usual class: inhibitors | 240,000 compounds, 0.008% hits | human spleen homogenate, 4MU-alpha-Gal fluorescence, 40 min;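 also: potency is read from the fitted curve at half-maximal effect; 0% = enzyme with vehicle and -100% = no enzyme basal signal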
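Fluorogenic readout (Ex 365/Em 440 nm) of 4-methylumbelliferone released from 1 mM 4-MU-alpha-galactoside by spleen homogenate, 40 min at 37C, pH 5.0. Data normalized to no-enzyme and enzyme controls; Hill-equation AC50 from compound titrations.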
Lamin A splicing = modulators of lamin A splicing; HeLa LMNA splicing GFP/RFP minigene ratio, 48 h; Potency, µM (series often up to 46.1 µM), for the others: at the top dose ratio change, negative = inhibition, hits mostly inhibitors; 200,000 compounds, 0.01% hits; AID 1487; active = well fitted inhibition curve with a large enough effect in the signal ratio, with a control signal flat, not every such curve was filed as active; inconclusive = small, poorly fitted or top-dose-only effect, or effect the other way, or a change in a side signal; the % refers to the signal ratio; also: potency is read from the fitted curve at half-maximal effect; % is scaled to controls: 0 for no effect and ±100 for the full control effect
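Read-out is the ratio of GFP to DsRed2 object intensity, acquired by 488 nm laser-scanning cytometry on HeLa lamin A-EGFP minigene reporter cells. Compound incubation 48 hrs at 37 °C in Opti-MEM with 2% FBS; DMSO 0.5% final.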
IMPase Li cell = cell-permeable IMPase inhibitors with lithium potentiation. Potency, µM (doses to about 59.4 µM), for inactives: top-dose activity, negative = IMPase inhibition, most hits filed as inhibitors. 210,000 compounds, 0.35% hits. AID 1457. CHO-M1 cells, IP1 TR-FRET (IP-One), carbachol + lithium;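 also: IP1 builds up when IMPase is blocked and the TR-FRET signal falls; potency is read from the fitted curve at half-maximal effect; plate controls were basal vehicle for no effect and high inhibitor control for full effect; nearly all actives have a fitted effect of over 50% in size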
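CHO cells stably expressing M1 receptor (2000/well) were cultured 16–30 h, then exposed to compounds with a small lithium addition for 30 min at 37C. IP1 was measured by TR-FRET competition; AC50 from Hill fits.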
* hit, by the source's call; ? = inconclusive; nt = no result given; & = joins results of further samples; [ ] = remark or other dose. Unless noted, calls follow the shape of the dose curve; as a rule, active = well fitted curve in the direction sought with a large enough effect; inconclusive = small, poorly fitted or top-dose-only effect, or another doubt; inactive = no such curve, though single readings can be large; an effect the other way counts as inactive or inconclusive.

entry	SMILES	CBFb-RUNX1 inh	NPSR antagonist	Luc counter	Epigenetic derep	GLA spleen mod	Lamin A splicing	IMPase Li cell
1	COc1cc(OC)c2c(c1)OC(c1ccc(OC)c(OC)c1)C(O)C2=O (stereo not given)	5%	-7%[46.1 µM]	-2%	-0.8%	-4%	-8%	23%[38.3 µM]
2	Fc1ccccc1N1CCN(Cc2cccnc2)CC1	4%	5%	16%	2.4%	-4%	6%	8%
3	CCOC(=O)c1c(C(=O)OCC)c(C)n(Cc2cc(OC)c(OC)c(OC)c2)c1C	1%	-3%	-4%	-6.1%	-8%	-12%	1%
4	CC(C)(C)n1ncc2c(=O)n(CC(=O)NCCc3ccccc3)cnc21	4%	-6%[46.1 µM]	-5%	-2.4%	-9%	3%	-1%
5	COc1ccccc1N1CCN(C(=O)c2ccc(Cl)c(S(=O)(=O)N3CCCC3)c2)CC1	-9%	-4%	5%	-4.7%	-1%	?	2%
6	CC(=O)c1cnn(-c2ccc(Cl)c(Cl)c2Cl)c1C	2%	4%	nt	2.0%	4%	nt	nt
7	Cc1ccc2cccc(Oc3ncnc4scc(-c5ccccc5)c34)c2n1	-5%	-14%[46.1 µM]	nt	-0.9%	-5%	?	nt
8	C(=N\Nc1nc(Nc2ccccc2)nc(Nc2ccccc2)n1)/c1ccncc1	-2%	3%	-2%	1.1%	6%	6%[46 µM]	2%
9	COc1ccc(N(C)S(=O)(=O)c2cccc3cccnc23)c(OC)c1	-1%	-4%[46.1 µM]	-4%	1.3%	0%	?	-6%[38.3 µM]
10	CN(C)C(=O)/C(=C\c1cccc(Oc2ccccc2)c1)NC(=O)c1ccccc1	-1%	21%	2%	0.0%	4%	?	7%
11	Cc1nn(-c2ccccc2)c(Cl)c1/C=N/NC(=O)CNc1n[nH]c(=O)[nH]c1=O	6%	-3%	0%	-3.1%	-4%	nt	-13%
12	Cc1ccc(Cn2c(O)c(N=NC(=S)Nc3ccccc3F)c3ccccc32)cc1	-3%	-14%	nt	-0.3%	-5%	nt	8%
13	CCc1[nH]c(=S)c(C#N)c2c1CCCC2	7%	2%	3%	0.1%	1%	0%	-9%
14	COC(=O)c1c(NC(=O)C(Cl)Cl)sc2c1C(C(=O)OC)CC2 (stereo not given)	0%	56%	nt	7.3%	4%	nt	nt
15	Fc1ccc(CNc2nc3ccccc3n3cnnc23)cc1	-7%	12%[46.1 µM]	1%	1.4%	0%	2%	0%[38.3 µM]
16	CN1CCN(C(=O)c2ccc(N3CCCC3=O)cc2)CC1	3%	8%[46.1 µM]	-1%	2.5%	-3%	0%	14%[38.3 µM]
17	O=C(CSc1ncccn1)NC(=O)Nc1ccc2c(c1)OCCO2	-1%	0%	-1%	-4.5%	-1%	?	6%
18	COc1ccc(C(=O)N/N=C/c2ccccn2)cc1OC	?	28%	nt	6.6%	6%	nt	-8%
19	CCc1cc(=O)[nH]c(SCCC(F)=C(F)F)n1	-7%	11%	-2%	-2.3%	0%	nt	-3%
20	COCc1cc(=O)[nH]c(-c2csc(C)n2)n1	-3%	-14%	nt	-0.3%	-9%	nt	nt
21	Cc1cccc(CC(=O)c2c[nH]c3ccccc23)c1	11%	55%	nt	1.1%	-21%	nt	nt
22	CCn1nnnc1SCC(=O)Nc1cccc(NC(C)=O)c1	12%	10%[46.1 µM]	0%	1.9%	?	2%	1%[38.3 µM]
23	O=C(CN1C(=O)C2CC=CCC2C1=O)NC1CCCc2ccccc21 (stereo not given)	-9%	-9%[46.1 µM]	-5%	8.7%	6%	2%	16%[38.3 µM]
24	COc1ccccc1CNc1ccnc(-c2cccnc2)n1	nt	nt	nt	nt	14%	?	8%
25	O=S(=O)(NCC(c1ccco1)N1CCN(c2ccccc2F)CC1)c1ccc2c(c1)OCCO2 (stereo not given)	1%	?	1%	1.1%	0%	?	-2%
26	CN(C)CCN(C(=O)c1cccc(Cl)c1)c1nc2c(Cl)cccc2s1	-2%	-20%	2%	-1.0%	-3%	-15%	12%
27	O=C(CSc1nc2c(cnn2-c2ccccc2)c(=O)[nH]1)N1CCOCC1	-3%	-13%[46.1 µM]	-5%	5.9%	-16%	4%	-8%[38.3 µM]
28	CN1CCN(C(=S)NC(=O)c2ccc(Cl)cc2)CC1	-8%	-3%	0%	-5.7%	7%	16%[46 µM]	8%
29	Cc1ccc(S(=O)(=O)N2CCN(C(=O)c3ccc(Cl)nc3)CC2)cc1	3%	8%	0%	-2.6%	1%	-3%[46 µM]	1%
30	COc1cccc(Cn2cnc3c(NS(=O)(=O)c4ccc(Cl)cc4)c(C)c(C)cc32)c1	10%	2%[46.1 µM]	2%	2.5%	1%	0%	24%[38.3 µM]
31	CCCc1nnc(SCc2ccc(OC)cc2)n1N	2%	-4%[46.1 µM]	3%	0.0%	13%	-15%	-3%[38.3 µM]
32	COCCN1CCn2c(nc3cc([N+](=O)[O-])ccc32)C1	7%	-1%	nt	-0.5%	-3%	nt	nt
33	Cc1ccc(-c2csc(NC(=O)c3cccc([N+](=O)[O-])c3)n2)cc1	1%	-18%[46.1 µM]	-3%	5.5%	-7%	-8%	26%[38.3 µM]
34	CNc1nc(Nc2ccc(C(C)=O)cc2)nc(OC(C(F)(F)F)C(F)(F)F)n1	2%	-14%[46.1 µM]	nt	-1.9%	10%	-9%	nt
35	CC1Cc2ccccc2N1C(=O)c1cccnc1 (stereo not given)	0%	-5%[46.1 µM]	4%	0.0%	-4%	-6%	-1%
36	O=C(CN1CCOCC1)Nc1ccccc1-c1ccccc1	-2%	7%[7.67 µM]	-1%	0.4%	-6%	3%	-9%[38.3 µM]
37	COC(=O)c1cccc(C23CC4(C2)[C@H](CN(C)[C@@H]4c2ccccc2)C3c2ccccc2)c1 (stereo not given in full)	7%&6%	-22%	-3%	1.6%&-3.2%	-11%&4%	nt	9%
38	Cc1csc2c(N3CCN(C(=S)Nc4ccc(C(F)(F)F)cc4)CC3)ncnc12	-3%	-9%	nt	7.4%	-7%	nt	nt
39	O=C(CN1C(=O)C2C3C=CC(C4CC34)C2C1=O)Oc1ccccc1 (stereo not given)	-3%	-8%	-2%	-0.7%[10.1 µM]	4%	?	6%
40	Cc1ccc(NC(=O)CCNS(=O)(=O)c2cccc3nonc23)cc1Cl	6%	-24%	3%	-4.1%&1.6%	1%	6%[46 µM]	1%

Entries of single compounds from above.
CCn1nnnc1SCC(=O)Nc1cccc(NC(C)=O)c1 reads CBFb-RUNX1 inh: 12%; NPSR antagonist: 10%[46.1 µM]; Luc counter: 0%; Epigenetic derep: 1.9%; GLA spleen mod: ?; Lamin A splicing: 2%; IMPase Li cell: 1%[38.3 µM]
Cc1ccc(NC(=O)CCNS(=O)(=O)c2cccc3nonc23)cc1Cl reads CBFb-RUNX1 inh: 6%; NPSR antagonist: -24%; Luc counter: 3%; Epigenetic derep: -4.1%&1.6%; GLA spleen mod: 1%; Lamin A splicing: 6%[46 µM]; IMPase Li cell: 1%

Further results.
entry	SMILES	CBFb-RUNX1 inh	NPSR antagonist	Luc counter	Epigenetic derep	GLA spleen mod	Lamin A splicing	IMPase Li cell
41	O=c1[nH]c(SCc2ccccc2Cl)nc2[nH]ncc12	-2%	-9%	0%	-4.9%	1%	-14%[46 µM]	10%
42	Cc1ccc(-c2noc(CSc3nnc(-c4ccncc4)n3-c3ccc(F)cc3)n2)cc1	-1%	-3%[46.1 µM]	-4%	-1.0%	15%	?	24%[38.3 µM]
43	CCN(CC)CCNC(=O)Cn1nc(Cc2ccccc2)c2ccccc2c1=O	3%	-1%[46.1 µM]	0%	11%	?	6%	-3%[38.3 µM]
44	c1ccc(-c2nnnn2CCOCCn2nnnc2-c2ccccc2)cc1	6%	1%[46.1 µM]	-4%	0.0%	6%	-1%	27%[38.3 µM]
45	Cc1ccnc(NC(=O)Nc2ccc3c(c2)N(C)C(=O)CS3)c1	2%	-14%	-2%	0.1%	-14%	?	-3%
46	Cc1cccc(-n2c(O)c(/C=N/NC(=O)c3ccccc3Cl)c3ccccc3c2=O)n1	-14%	-15%	3%	0.0%	8%	-6%	16%
47	N#Cc1c(N)nc2c(c1-c1ccc(F)cc1)c(=O)nc1sccn12	-7%	-1%	-1%	-3.8%	-2%	nt	1%
48	O=C(COc1ccc(Cl)cc1)N1CCN(C(=O)c2cccs2)CC1	4%	10%	-4%	1.1%	-2%	?	5%
49	CCOCCCn1c(=NC(C)=O)c(C#N)cc2c(=O)n3cccc(C)c3nc21	-3%	31%	nt	-2.0%	?	nt	nt
50	CCn1c(SCC(=O)OC)nnc1C1CCCCC1	3%	-2%[46.1 µM]	3%	-1.1%	-4%	11%	-6%[38.3 µM]
51	COc1ccc(CCN2CC(C(=O)O)CC2=O)cc1OC (stereo not given)	-3%	-4%[46.1 µM]	-2%	0.1%	3%	1%	24%[38.3 µM]
52	Cc1ccc(OCC(=O)N/N=C/C=C/c2ccco2)cc1C	-8%	-13%	0%	?	-7%	?	3%
53	CC1CCN(c2ccc(NC(=S)NC(=O)c3ccco3)cc2)CC1	-15%	-7%[46.1 µM]	0%	1.1%	-2%	5%	1%[38.3 µM]
54	CCCS(=O)(=O)N1CCCC(C(=O)NCCN2CCOCC2)C1 (stereo not given)	5%	-6%[46.1 µM]	-3%	-1.2%	-5%	21%	-1%[38.3 µM]
55	C/C(=N\OCC(=O)Nn1c(C)nc2ccccc2c1=O)c1ccccc1	4%	20%	0%	-1.9%	7%	?	-5%
56	Cc1cccc(NC(=O)CSc2nc(C)c(Cc3ccccc3)c(=O)[nH]2)c1C	0%	1%	nt	-0.3%&-1.9%	5%	nt	-4%
57	O=c1ccn(Cc2ccccc2)c2ccccc12	-1%	43%	nt	-2.3%	-6%	nt	nt

Entries above containing a furan ring, fused or not, in the order listed:
entry	SMILES	CBFb-RUNX1 inh	NPSR antagonist	Luc counter	Epigenetic derep	GLA spleen mod	Lamin A splicing	IMPase Li cell
25	O=S(=O)(NCC(c1ccco1)N1CCN(c2ccccc2F)CC1)c1ccc2c(c1)OCCO2 (stereo not given)	1%	?	1%	1.1%	0%	?	-2%
52	Cc1ccc(OCC(=O)N/N=C/C=C/c2ccco2)cc1C	-8%	-13%	0%	?	-7%	?	3%
53	CC1CCN(c2ccc(NC(=S)NC(=O)c3ccco3)cc2)CC1	-15%	-7%[46.1 µM]	0%	1.1%	-2%	5%	1%[38.3 µM]

Some of the compounds tested (hit frequency here may not be typical).
